Screens from PubChem BioAssay.
CFTR F508del cor = CFTR F508del correction in bronchial cells; activity (quench increase), % at 7.58 µM; AID 720511; CFBE cells, YFP halide quenching; stimulated with forskolin plus potentiator P3; % fluorescence drop versus neutral controls; 350,000 tested, 0.36% active;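 active means mean added fluorescence quench of at least 8% versus neutral control, with both replicates also reaching 8%; inconclusive means only one of the mean or replicate conditions met; inactive means mean below 8% and not both replicates reaching 8%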;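 further: cells transiently co-express mutant CFTR-F508del with the halide-sensitive YFP; corrector assay measuring rescue of mutant channel to the surface after 24 h compound exposure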
Xi reactivation = X-chromosome reactivation activator. 360,000 tested, 0.055% active. activation, % at 7.58 µM. AID 743238. XiGFP mouse fibroblasts, % GFP-positive cells imaging, 3 d; cells co-treated with 5-aza-dC sensitizer; scaled so ellipticine positive control = 100%;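 active means mean normalized replicate activation at least 10% and every replicate at or above 10%; inconclusive means only one of the two criteria met; inactive means mean below 10% and not all replicates reach 10%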;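 further: 0% = median of on-plate neutral control wells and 100% = ellipticine 6 µM median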
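System: 68-5-11 XiGFP fibroblast line | Buffer or medium: DMEM containing 5-aza-dC | Compound: Single point | Times: Compounds 3 days, fix/stain 15 min at room temperature | Benchmarks: Positive control ellipticine, 6 µM final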
RAD54 inh = blocks human RAD54 Holliday junction branch migration; inhibition, % at 10.4 µM; 360,000 tested, 0.14% active; Q92698; FAM/BHQ fluorescence;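 active means mean normalized replicate activity at least 40 and at least half of replicates scoring 40 or more; inconclusive means only one of the two criteria met; inactive means mean below 40 and under half of replicates reaching 40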;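 further: 0% = median of neutral control wells and 100% = median of positive control wells; inhibitors cause a drop in the FAM fluorescence signal; in these data hits start at about 50%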
E-sel inducer = induces E-selectin expression in human endothelial cells. P16581. HUVEC E-selectin immunofluorescence imaging; normalized: neutral wells 0, TNF-alpha wells 100. activation, % at 7.58 µM. 260,000 tested, 0.37% active;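 active means mean E-selectin-positive cell signal at least 10% of the positive control, reached in at least 60% of replicates, without over 20% cell loss; inconclusive means no rule given, readout overlaps actives, possibly toxicity-flagged; inactive means the rest, including those meeting only one limit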;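 further: in these data hits start at about 27%; measured in HUVEC primary endothelial cells; signal is the percent of cells scored E-selectin positive by PE staining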
Target sequence (P16581 whole entry, looked up): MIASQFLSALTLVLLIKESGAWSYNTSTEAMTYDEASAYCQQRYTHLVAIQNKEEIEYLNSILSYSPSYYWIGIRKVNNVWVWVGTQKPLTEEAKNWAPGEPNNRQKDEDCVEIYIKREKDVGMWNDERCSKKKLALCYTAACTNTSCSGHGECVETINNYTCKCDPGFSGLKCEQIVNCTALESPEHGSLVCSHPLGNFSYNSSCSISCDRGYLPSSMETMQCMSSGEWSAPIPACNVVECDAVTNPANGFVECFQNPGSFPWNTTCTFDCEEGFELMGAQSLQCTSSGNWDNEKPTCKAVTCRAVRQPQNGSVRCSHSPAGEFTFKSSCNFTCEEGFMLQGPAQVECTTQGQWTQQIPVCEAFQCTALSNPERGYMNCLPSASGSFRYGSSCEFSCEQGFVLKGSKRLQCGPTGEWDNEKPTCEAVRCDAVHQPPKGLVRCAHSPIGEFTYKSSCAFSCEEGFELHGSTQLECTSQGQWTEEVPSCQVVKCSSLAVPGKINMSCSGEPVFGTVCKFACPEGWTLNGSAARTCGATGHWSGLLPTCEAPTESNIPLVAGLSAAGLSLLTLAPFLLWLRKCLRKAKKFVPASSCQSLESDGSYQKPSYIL
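Assay system: HUVEC, human umbilical vein endothelial cells / Amount: 3,000 HUVEC/well / Controls: TNF-alpha positive control, DMSO neutral control / Compound dosing: single concentration / Medium: EGM-2 over gelatin coat / Evaluation: percent E-selectin-positive cells / Signal: immunofluorescence imaging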
CASP6 VEID inh = caspase-6 (human) enzyme inhibition. P55212. purified caspase-6, Z-VEID-R110 cleavage fluorescence. 350,000 tested, 0.53% active. inhibition, % at 12.5 µM;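 active means mean inhibition across replicates at least about 35%, with every replicate also reaching that limit, limit read from the data; inconclusive means only one of the two criteria met; inactive means neither criterion met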;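 further: 0% = median of neutral control wells and 100% = no fluorescence left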
Target sequence (P55212 24-179 limits assumed): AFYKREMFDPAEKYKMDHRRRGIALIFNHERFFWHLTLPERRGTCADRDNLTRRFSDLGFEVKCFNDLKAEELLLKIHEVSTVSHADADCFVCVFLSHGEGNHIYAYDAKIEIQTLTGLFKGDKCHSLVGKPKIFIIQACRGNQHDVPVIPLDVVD
Target sequence (P55212 194-293 limits assumed): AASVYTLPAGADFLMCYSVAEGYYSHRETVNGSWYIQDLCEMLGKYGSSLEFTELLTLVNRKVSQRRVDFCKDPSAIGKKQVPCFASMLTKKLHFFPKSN
DENV2 CPE = protects cells from dengue virus 2 cytopathic effect; 350,000 tested, 1.7% active; DENV2-infected cells, cytopathic effect rescue, plate reader; CPE inhibition, % at 9.99 µM; in the data active means CPE inhibition above about 20%, passing the limit was not always enough; inconclusive means no clear call, values can overlap the other calls; tested in BHK-21 cells;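 further: 0% = median of neutral control wells and 100% = median of positive control wells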
GSIS activator = GLuc luminescence reporter in INS-1E cells, primary screen for activators of glucose-dependent secretion of insulin | INS-1E GLuc reporter insulin secretion, 2-3 h | activation, % at 16.6 µM | AID 743287 | 370,000 tested, 0.61% active;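 active means lowest replicate activation of at least 40%, so every replicate reaches that level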;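 further: 0% = median of neutral control wells and 100% = median of IBMX positive control wells; some compounds called inactive have numbers as strong as hits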
RAD52 anneal inh = blocks human RAD52 DNA annealing | inhibition, % at 18.7 µM | AID 651710 | recombinant RAD52 DNA annealing, FRET fluorescence | 360,000 tested, 0.46% active;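 active means every replicate showing at least 50% inhibition; inconclusive means mean inhibition at least 50% but not in every replicate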
The depositor's hits bear a star; ? = inconclusive; / = no result given.

SMILES	CFTR F508del cor	Xi reactivation	RAD54 inh	E-sel inducer	CASP6 VEID inh	DENV2 CPE	GSIS activator	RAD52 anneal inh
CCc1cccc(OCC(=O)Nc2ccc(C)c(S(=O)(=O)N3CCCCCC3)c2)c1	0.7	0.0	9	/	-6	15	-8	-4
O=C1Nc2cc(C(=O)N3CCOCC3)ccc2S/C1=C\c1ccccc1	-1.4	0.0	-4	/	6	7	7	4
CO[C@H]1CN(C)C(=O)c2ccc(NS(=O)(=O)c3ccc(C)cc3)cc2OC[C@@H](C)N(C)C[C@@H]1C	/	0.3	1	0.1	1	-13	13	14
CCN(C[C@@H]1N[C@@H](CO)[C@@H]1c1ccccc1)C(=O)c1ccncc1	-2.0	0.0	3	0.3	3	22*	13	-6
COc1ccc(S(=O)(=O)N2CCCCN3[C@H](CO)[C@H](c4ccc(C#CC5CC5)cc4)[C@H]3C2)cc1	1.5	0.0	10	-0.9	/	/	-19	/
CCOC(=O)C1CCN(CC(O)COC(CC)c2ccccc2)CC1 (configuration not stated)	1.9	0.0	-8	/	-3	2	0	-14
CCN(Cc1ccccc1)S(=O)(=O)c1ccc(S(=O)(=O)N2CCN(CCC#N)CC2)cc1	1.0	0.1	-7	0.0	2	9	-20	-10
COc1ccc(NC(=O)NC2CCCc3ccccc32)cc1OC (configuration not stated)	4.4	-0.1	-1	2.9	0	0	3	-26
Cc1ccc(Nc2cc(C)nc(-c3ccccc3)n2)cc1	0.8	0.3	2	-0.1	-2	3	-33	-14
CC(O)(c1ccccc1)c1nc(-c2csc3ccccc23)cs1 (configuration not stated)	1.1	0.0	2	0.5	-2	-9	-20	-1
COc1ccc(S(=O)(=O)c2c(O)c3ccc(C(=O)Nc4ccccc4F)cc3[nH]c2=O)cc1	-4.3	0.0	-16	/	5	-2	20	-3
C[C@H]1CN([C@@H](C)CO)C(=O)c2cc(NS(=O)(=O)c3ccc(F)cc3)ccc2O[C@H]1CN(C)C(=O)Nc1ccccc1	-1.7	0.2	0	-0.2	1	27*	-2	-23

Some of the entries above in a different format:
| molecule | CFTR F508del cor | Xi reactivation | RAD54 inh | E-sel inducer | CASP6 VEID inh | DENV2 CPE | GSIS activator | RAD52 anneal inh |
| --- | --- | --- | --- | --- | --- | --- | --- | --- |
| CCc1cccc(OCC(=O)Nc2ccc(C)c(S(=O)(=O)N3CCCCCC3)c2)c1 | 0.7 | 0.0 | 9 | / | -6 | 15 | -8 | -4 |
| O=C1Nc2cc(C(=O)N3CCOCC3)ccc2S/C1=C\c1ccccc1 | -1.4 | 0.0 | -4 | / | 6 | 7 | 7 | 4 |

The list goes on.
SMILES	CFTR F508del cor	Xi reactivation	RAD54 inh	E-sel inducer	CASP6 VEID inh	DENV2 CPE	GSIS activator	RAD52 anneal inh
CC(=O)N(C)C[C@H]1Oc2cc(C#Cc3ccccn3)ccc2S(=O)(=O)N([C@H](C)CO)C[C@@H]1C	0.2	0.0	-1	0.1	0	1	4	-11
COc1ccc(CNC(=O)COC(=O)CCc2c[nH]c3ccccc23)cc1	-2.6	0.0	/	/	-3	-4	16	-8
COCCNC(=O)C1(C)CCCN(C(=O)c2cnc3ccccc3n2)C1 (configuration not stated)	-0.4	0.2	-1	0.0	26	11	9	0
Cc1n[nH]c(=O)c2c(NC(=O)CSc3cc(Cl)ccc3Cl)oc(C)c12	-0.1	-0.1	1	/	3	-1	-7	-10
O=S(=O)(c1cccc(F)c1)N1CC[C@@H]2[C@H]1c1cc(C#Cc3ccccc3F)ccc1N[C@@H]2CO	1.9	0.3	5	-0.2	-1	16	7	3
O=C(CN1C(=O)c2ccccc2C1=O)Nc1nc(-c2cccc([N+](=O)[O-])c2)cs1	-0.9	/	/	/	-3	/	-1	-7
C[C@H](CO)N1C[C@H](C)[C@H](CN(C)Cc2ccc(C(=O)Nc3ccccc3N)cc2)Oc2ccc(NC(=O)CCC(F)(F)F)cc2CC1=O	4.0	0.3	-1	/	-3	-21	20	14
CS(=O)(=O)N1[C@H](C#N)[C@H](c2ccccc2)[C@H]1CO	-1.3	0.3	-1	0.0	1	2	6	1
Cc1cccc(N2CCN(c3ccc(C(N)=O)cc3[N+](=O)[O-])CC2)c1C	2.8	0.0	/	/	-5	-3	1	-11
O=C(C[C@H]1CC[C@H]2[C@@H](COC[C@H](O)CN2Cc2ccc3c(c2)OCO3)O1)Nc1ccccc1	-1.1	0.1	9	-0.1	1	-16	0	4
COc1ccc(/C=C/C(=O)OCC(=O)Nc2ccc(S(N)(=O)=O)cc2)cc1OC	-1.6	-0.1	/	/	0	-4	30	3
CSCCC(NC(=O)C12CC3CC(CC(C3)C1)C2)C(=O)OCC(=O)c1ccc(C)cc1 (configuration not stated)	/	0.1	/	0.1	1	-2	11	2
COc1ccc(NC(=O)N(C)C[C@@H]2OCCCC[C@@H](C)Oc3ccc(NC(=O)C4CCCCC4)cc3C(=O)N([C@H](C)CO)C[C@@H]2C)cc1	0.4	-0.1	3	-0.1	0	-3	-15	-14
O=C(COc1ccccc1Cl)NCCNC(=O)c1cccnc1	0.1	0.0	-12	-0.1	2	1	3	0
Cc1[nH]c2ccccc2c1/C=N/NC(=O)c1cc(-c2ccccc2)n[nH]1	-1.7	0.0	-2	17	1	?	15	-13
CCN(C[C@H]1N[C@H](CO)[C@@H]1c1ccccc1)C(=O)c1ccncc1	3.5	0.4	6	0.1	7	/	6	-7
COc1ccc(CN2C(=O)C(CC(=O)NCCN3CCOCC3)CC(C(=O)N(C(C)C)C(C)C)=C2C)cc1 (configuration not stated)	-0.6	0.0	3	4.8	-4	-1	3	-13
CCOC(=O)Nc1sc(C)nc1-c1ccccc1	-3.1	/	1	/	-1	9	16	-11
Cc1cc(C)c(NC(=O)CS(=O)CC(=O)Nc2ccc(N3CCOCC3)cc2)c(C)c1 (configuration not stated)	-1.3	0.3	9	/	0	9	-1	-14
CO[C@@H]1CN(C)C(=O)c2ccc(NC(=O)c3ccccc3F)cc2OC[C@@H](C)N(C(=O)c2ccccc2F)C[C@H]1C	0.0	0.0	-13	0.3	/	-4	-25	-12
COC(=O)c1cnc(Nc2nc(C(N)COCc3ccccc3)cs2)nc1C(F)(F)F (configuration not stated)	0.7	0.1	-4	-0.1	-2	-1	/	-29
C/C=C/c1ccc([C@@H]2[C@@H](CO)N3CCCCN(S(=O)(=O)c4ccc(F)cc4)C[C@H]23)cc1	2.4	-0.1	-11	-0.3	0	-14	-8	-6
Cc1ccc(/C=N/NC(=O)COc2ccc(Cl)c(C)c2)o1	0.0	0.0	7	0.0	-4	-4	5	-6
O=C(c1cccc(F)c1)N1CCN(C(=O)C(c2ccccc2)c2ccccc2)CC1	-3.0	0.0	-12	/	3	0	-12	-2
CCn1c(Cc2ccccc2)nnc1SCC(=O)c1c(N)n(C2CC2)c(=O)[nH]c1=O	-0.6	0.0	3	-0.5	1	1	6	-15
Cc1noc(C)c1NC(=O)Nc1ccc2c(c1)CC(=O)N([C@@H](C)CO)C[C@@H](C)[C@H](CN(C)S(=O)(=O)c1ccc(Cl)cc1)O2	-0.7	0.0	11	0.4	2	6	10	2
COc1ccc(-c2cnc3c(c2)C(=O)N([C@@H](C)CO)C[C@H](C)[C@@H](CN(C)C(=O)C2CC2)O3)cc1	1.7	0.3	/	0.1	/	/	-6	/
CCN(CC)CCNC(=O)c1ccc(NC(=O)c2ccc(S(=O)(=O)N3CCCC3)cc2)cc1	1.6	0.3	2	/	-5	0	/	-4
C[C@@H]1CN([C@H](C)CO)C(=O)Cc2cc(NC(=O)CCN3CCOCC3)ccc2O[C@H]1CN(C)C(=O)Nc1ccc(F)cc1	-2.2	0.1	2	0.6	-4	-1	17	0
CC(C)NC(=O)COc1coc(CN2CCN(C(=O)c3ccco3)CC2)cc1=O	-4.1	0.3	-5	/	13	-5	3	-11
Cc1cccc(-c2cccc(NC(=O)C3CCCN(C(=O)c4cccnc4)C3)c2)c1 (configuration not stated)	0.1	0.2	-4	-0.3	-3	11	-18	-5
CCOC1CCCc2oc(-c3ccc(OC)cc3)c(C#CCCO)c21 (configuration not stated)	-0.2	-0.1	/	0.1	13	5	-6	-11
COc1ccc(S(=O)(=O)N(C)C[C@@H]2OCCCC[C@H](C)Oc3ccc(NS(=O)(=O)c4cn(C)cn4)cc3C(=O)N([C@@H](C)CO)C[C@H]2C)cc1	2.5	0.0	-8	/	3	1	2	0
C[C@@H]1CCCCO[C@H](CN(C)Cc2ccc(C(F)(F)F)cc2)[C@H](C)CN([C@@H](C)CO)C(=O)c2cc(NC(=O)C3CCCCC3)ccc2O1	4.4	0.1	1	1.1	/	-11	-17	/
COCCCNC(=O)CC1C[C@H](C(=O)N2CCOCC2)[C@@]2(CCC3CCCC3)c3[nH]c4ccc(OC)cc4c3CCN2C1=O (some centres not stated)	-2.9	-0.1	3	-0.2	2	?	-25	-15
CC1(C)C([N+](=O)[O-])C(c2ccc(Cl)cc2)NC(c2ccc(Cl)cc2)C1[N+](=O)[O-] (configuration not stated)	/	-0.1	-2	/	-3	-1	7	-5
COC(=O)c1ccc(CN2CCN(CC=C(C)C)C(CCO)C2)cc1 (configuration not stated)	-3.3	0.0	/	-0.1	-26	-4	-14	-12
Cc1cc(C)c(S(=O)(=O)N2CCOC2CNC(=O)C(=O)NCCc2c[nH]c3ccccc23)c(C)c1 (configuration not stated)	0.9	0.2	6	0.6	-1	8	/	-17
CC1(C)C[C@H]2C3=CCC4[C@@]5(C)CC[C@H](O)C(C)(C)C5CC[C@@]4(C)[C@]3(C)[C@@H](O)[C@@H](O)[C@@]2(CO)[C@@H](O)[C@@H]1O (some centres not stated)	-4.0	0.0	-7	0.0	-15	10	-6	-17
CCCNC(=O)C[C@H]1C[C@H]2c3cc(NC(=O)COC)ccc3O[C@H]2[C@H](CO)O1	4.0	0.1	-25	0.4	5	0	7	-16
N=C1C(c2nc(-c3ccc(Br)cc3)cs2)=C(O)CN1NC(=O)c1ccc([N+](=O)[O-])cc1	0.1	0.0	/	-5.2	1	5	0	-8
CCCc1nc2nc(C)c(NS(=O)(=O)c3ccc(C4CCCCC4)cc3)c(=O)n2[nH]1	0.1	0.0	7	/	1	-7	-5	1
COC(=O)c1ccc(CN2C(=O)NC(c3ccccc3)(c3ccccc3)C2=O)o1	0.5	0.0	-9	-0.2	0	10	-28	-8
CCC(=O)NC(=S)NNC(=O)c1ccc(NC(=O)c2ccccc2)cc1	-0.8	0.0	1	/	-1	8	3	-12
C[C@@H](NC(=O)C[C@H]1C=C[C@@H](NC(=O)c2cccnc2)[C@H](CO)O1)c1ccccc1	2.8	0.7	1	-0.1	0	3	9	6
CCC(C)N(C(=O)c1csnn1)C(C(=O)NC1CCCC1)c1c(F)cccc1Cl (configuration not stated)	0.9	0.0	-4	/	4	-5	-8	2
C[C@@H](O)C#Cc1ccc([C@@H]2[C@H](CO)N3CCCCN(S(=O)(=O)Cc4ccccc4)C[C@@H]23)cc1	-2.0	0.3	-14	-0.6	-2	-16	-7	7
Cc1ccc(S(=O)(=O)N2CCC[C@H]2C(=O)Nc2ccc(F)cc2C)cc1	6.5	0.7	8	0.3	-1	0	-2	-13

Rows are unselected. Share with any hit: about 3.7%.
